High-throughput results deposited in PubChem by several laboratories.
CRFR2-BP ag: CRF-BP/CRF-R2 complex agonism | HEK293 CRF-R2/CRF-BP, calcium dye fluorescence (FLIPR); percent of saturating CRF peptide response | activation, % at 13.2 µM | 350,000 tested, 0.46% active | AID 588473;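 active = activation of at least 50%, plus an integration ratio under a set limit after plate pattern correction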;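 note: plate controls were neutral control wells without compound for no effect and CRF at EC100 for full effect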
IDE cell inh: cellular human IDE inhibition; inhibition, % at 5.59 µM; P14735; 320,000 tested, 0.41% active; HEK cells, FAbetaB cleavage, fluorescence polarization;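 active = percent inhibition above the average of all tested compounds plus 3 SD, set per screening campaign, cut at about 16% in these data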;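 note: IDE supplied by intact live HEK cells; FP after avidin binding of uncleaved biotin substrate so inhibition keeps polarization high; 0% = DMSO wells and 100% = 60 µM reference IDE inhibitor Ii1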
M5 antag: CHRM5 antagonism in calcium assay; P08912; CHO-hM5 cells, Fluo-8 calcium fluorescence, ACh EC80; inhibition, % at 3 µM; 360,000 tested, 0.59% active;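 active = inhibition above a per-plate cutoff, the mean of that plate's test compounds plus 3 SD, cut at about 27% in these data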;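 note: 0% = acetylcholine EC80 with DMSO and 100% = DMSO without agonist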
Target sequence (P08912 whole entry, looked up): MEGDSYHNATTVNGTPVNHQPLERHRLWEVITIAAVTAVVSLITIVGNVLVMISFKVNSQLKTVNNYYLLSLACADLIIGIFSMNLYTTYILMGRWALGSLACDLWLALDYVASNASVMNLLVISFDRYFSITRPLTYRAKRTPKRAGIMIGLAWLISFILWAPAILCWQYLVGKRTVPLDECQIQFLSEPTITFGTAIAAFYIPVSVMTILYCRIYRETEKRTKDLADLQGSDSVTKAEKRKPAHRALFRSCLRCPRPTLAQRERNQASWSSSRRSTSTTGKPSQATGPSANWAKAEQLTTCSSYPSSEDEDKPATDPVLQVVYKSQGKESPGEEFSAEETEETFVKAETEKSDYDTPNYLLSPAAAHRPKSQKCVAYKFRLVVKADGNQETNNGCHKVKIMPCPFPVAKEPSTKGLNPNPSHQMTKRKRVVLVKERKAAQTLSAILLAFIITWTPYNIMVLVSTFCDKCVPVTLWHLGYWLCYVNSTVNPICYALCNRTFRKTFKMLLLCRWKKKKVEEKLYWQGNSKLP
CHRM4 agonist: agonists of human muscarinic M4 receptor (CHRM4). P08173. CHO-K1 hM4/Gqi5, Fluo-8 calcium fluorescence; vehicle 0%, full acetylcholine response 100%. activation, % at 3 µM. 360,000 tested, 0.14% active. AID 624127;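 active = activation above the run mean over all test wells plus 3 SD, cut at about 32% in these data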;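 note: peak over basal fluorescence ratio per well then scaled between controls; 0% = DMSO wells and 100% = acetylcholine at EC100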
Target sequence (P08173 whole entry, looked up): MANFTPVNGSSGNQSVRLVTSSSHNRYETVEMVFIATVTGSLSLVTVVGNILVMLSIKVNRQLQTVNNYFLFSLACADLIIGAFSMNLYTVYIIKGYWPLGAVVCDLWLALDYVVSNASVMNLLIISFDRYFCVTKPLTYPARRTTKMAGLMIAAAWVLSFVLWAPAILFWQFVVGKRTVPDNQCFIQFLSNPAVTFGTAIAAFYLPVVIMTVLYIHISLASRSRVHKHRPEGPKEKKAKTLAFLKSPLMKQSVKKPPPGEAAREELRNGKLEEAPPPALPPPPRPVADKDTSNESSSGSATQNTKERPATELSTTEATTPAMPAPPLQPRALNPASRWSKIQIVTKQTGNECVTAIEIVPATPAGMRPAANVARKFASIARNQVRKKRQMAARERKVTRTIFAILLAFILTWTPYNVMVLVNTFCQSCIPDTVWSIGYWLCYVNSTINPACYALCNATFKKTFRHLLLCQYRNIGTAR
M5 ag: agonists of human muscarinic M5 receptor (CHRM5). CHO-K1 hM5 cells, Fluo-8 calcium fluorescence; 0% DMSO wells, 100% maximal acetylcholine response. activation, % at 3 µM. 360,000 tested, 0.19% active. AID 624037. P08912;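 active = activation above the run's mean over test compounds plus 3 SD, cut at about 23% in these data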;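 note: signal is peak over basal fluorescence ratio across the kinetic read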
M4 PAM: positive allosteric modulators of human muscarinic M4 receptor. AID 624126. CHO-K1 hM4/Gqi5, Fluo-8 calcium fluorescence, ACh EC20; 0% = ACh EC20, 100% = maximal ACh. 360,000 tested, 0.4% active. activation, % at 3 µM;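 active = activation above its plate's cutoff, the mean activation of sample wells plus 3 SD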; note: some results filed as inactive read as strong as hits
CRFR2-BP antag: antagonists of CRF-binding protein/CRF-R2 receptor complex. HEK293 CRF-R2/CRF-BP, CRF-induced calcium fluorescence. inhibition, % at 11.8 µM. 350,000 tested, 0.59% active. AID 588475;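 active = inhibition of the ligand-induced calcium signal above about 50% at the single tested concentration, limit read from the data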
M4 antag: antagonists of human muscarinic M4 receptor (CHRM4). inhibition, % at 3 µM. P08173. CHO-hM4 cells, ACh EC80, Fluo-8 calcium fluorescence. 360,000 tested, 0.73% active;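 active = inhibition above its plate's cutoff, the mean inhibition of sample wells plus 3 SD, cut at about 27% in these data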;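 note: 0% = acetylcholine EC80 with DMSO and 100% = DMSO without agonist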
CHRM5 PAM: positive allosteric modulators of human muscarinic M5 receptor; P08912; 360,000 tested, 0.3% active; CHO-K1 hM5, Fluo-8 calcium, ACh EC20 PAM; 0% = ACh EC20, 100% = ACh EC100; activation, % at 3 µM;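 active = activation above the run cutoff, the mean activation of all test compounds plus 3 SD, cut at about 18% in these data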
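Test system: CHO-K1 hM5 cells / Doses: single-point, 3 µM nominal / Times: Post-acetylcholine fluorescence recording 140 s / Technique: Fluo-8 calcium fluorescence / Measure: Max/basal fluorescence ratio as % of EC20–EC100 ACh window / Benchmarks: low control EC20 acetylcholine (0%), high control EC100 acetylcholine (100%) / Replicates: one well per compound, no replicates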
The depositor's hits bear a star; x = no result given; & = joins results of further samples.

1. CCOC(=O)C1(CCc2ccccc2)CCN(C(=O)C2CCOCC2)CC1
2. O=C1C(Cl)=C(NCCCO)C(=O)c2ccccc21
3. COc1ccc2nc(C)cc(SCC(=O)N/N=C/c3ccccc3)c2c1
4. COc1ccc2c(C(=O)CN3CCC(C)CC3)c[nH]c2c1
5. CC1CCN(CCCCOc2cccc(Br)c2)CC1

Screen / compound no.	1	2	3	4	5
CRFR2-BP ag	-0.3	-6.6	-6.0	-0.6	9.6
IDE cell inh	2	2	1	3	4
M5 antag	2	-2	1	-3	14
CHRM4 agonist	0	1	2	2	5
M5 ag	0	-5	-5	-1	-7
M4 PAM	-9	9	-4	26	-16
CRFR2-BP antag	-13	6	3	7	-45
M4 antag	10	-3	-7	3	68*
CHRM5 PAM	-2	6	-6	0	-19

6. Cc1ccc2nc3c(cc(C(=O)NC4CCS(=O)(=O)C4)n3Cc3ccccc3)c(=O)n2c1 (stereo unspecified)
7. COc1ccc(C(CNC(=O)c2ccc(NS(=O)(=O)c3ccc(F)c(C)c3)cc2)N(C)C)cc1 (stereo unspecified)
8. CC(=O)Nc1c2c(nn1-c1ccc(C)cc1)CSC2
9. CCOP(=O)(OCC)/C(C#N)=C/c1ccc([N+](=O)[O-])cc1
10. O=C(c1cc(-c2ccccc2)nc2ccccc12)N1CCCc2ccccc21

Screen / compound no.	6	7	8	9	10
CRFR2-BP ag	-0.9	0.9	1.0	-0.9	-2.3
IDE cell inh	2	0	0	8	5
M5 antag	13	7	-5	2	14
CHRM4 agonist	3	4	0	0	2
M5 ag	-5	-10	-1	-2	-4
M4 PAM	-3	-8	2	-2	-4
CRFR2-BP antag	9	-3	-17	-12	32
M4 antag	10	3	5	9	-7
CHRM5 PAM	-5	-9	15	0	-17

11. CSc1nc2[nH]c3c(c2c2ncnn12)CCCC3
12. OC1CCC(NC(=S)Nc2ccc(SC(F)F)cc2)CC1 (stereo unspecified)
13. COCCCNc1nc2ccccc2nc1NS(=O)(=O)c1ccc(C)c(C)c1
14. Cc1ccnc(Nc2nc3ccccc3o2)n1
15. COc1ccc(-c2ccc(-c3noc(-c4ccccc4)n3)c(OC)n2)cc1

Screen / compound no.	11	12	13	14	15
CRFR2-BP ag	-2.9	0.6	-0.6	0.7	5.1
IDE cell inh	2	7	0	4	-2
M5 antag	-7	2	-12	0	10
CHRM4 agonist	2	1	1	0	0
M5 ag	-4	1	-3	2	-1
M4 PAM	-1	5	16	-2	10
CRFR2-BP antag	-6	8	-14	21	5
M4 antag	-3	-3	4	-15	-4
CHRM5 PAM	1	4	12	-1	-5

16. CC1(CC(=O)N/N=C/c2cc3c(cc2Br)OCO3)OCCO1
17. CCOC(=O)c1[nH]c(C)c(C(=O)NCCC2=CCCCC2)c1C
18. O=C1NC(=Nc2ccccc2)SC1Cc1cccc(Cl)c1Cl (stereo unspecified)
19. CCC(=O)N1CCc2cc(S(=O)(=O)CCC(=O)NCc3ccccc3OC)ccc21
20. NC(=O)c1c(NC(=O)C(=O)N2CCOCC2)sc2c1CCCC2

Screen / compound no.	16	17	18	19	20
CRFR2-BP ag	-1.7	-4.3	-0.5	-1.9	0.6
IDE cell inh	5	4	6	-1	3
M5 antag	2	2	4	10	2
CHRM4 agonist	2	1	0	7	-1
M5 ag	1	-4	-1	-2	-3
M4 PAM	1	-3	2	-4	-3
CRFR2-BP antag	-11	23	-54	-10	1
M4 antag	-7	6	5	1	-7
CHRM5 PAM	-9	-5	0	-5	1

21. Cn1c(=O)c(C(=O)NC2CCCCCC2)c(O)c2ccccc21
22. Nc1nc(N=Nc2ccc(O)cc2)cc(=O)[nH]1
23. COc1cccc(OCCNC(=O)c2cc(OC)c(OC)c(OC)c2)c1
24. COc1ccc(C)cc1-n1cnnn1
25. COc1ccc2cc(C(=O)NCCc3ccccc3)[nH]c2c1

Screen / compound no.	21	22	23	24	25
CRFR2-BP ag	1.2	2.5	8.4	1.3	-0.3
IDE cell inh	x	x	-6	-2	x
M5 antag	0	-1	18	-2	2
CHRM4 agonist	1	1	2	1	7
M5 ag	-2	0	-1	2	2
M4 PAM	-6	5	-3	3	-9
CRFR2-BP antag	-4	-1	-1	-1	16
M4 antag	-4	-11	3	-8	8
CHRM5 PAM	7	-3	-3	-3	-5

26. CCC(C)Sc1ccc(-c2nc3cnccn3c2NC2CCCCC2)cc1 (stereo unspecified)
27. Cn1c(N)c(C(=O)COC(=O)c2ccc3c(c2)OCCO3)c(=O)n(C)c1=O
28. COc1cccc(C2=NOC(C(=O)Nc3ccccc3SC)C2)c1 (stereo unspecified)
29. c1ccc(COc2ccc(-c3cc4nc(NCCOc5ccccc5)ccn4n3)cc2)cc1
30. CC(=O)c1cc(CN2CCN(Cc3ccccc3)C(CCO)C2)cs1 (stereo unspecified)

Screen / compound no.	26	27	28	29	30
CRFR2-BP ag	2.2	0.6	-1.2	x	1.1
IDE cell inh	6	5	-2	x	7
M5 antag	14&-5	-5	4	2	7
CHRM4 agonist	1&-2	1	2	1	0
M5 ag	-2&2	3	0	1	4
M4 PAM	6&17	10	4	-1	-10
CRFR2-BP antag	-17	-29	2	x	4
M4 antag	7&-17	-5	2	-10	8
CHRM5 PAM	8&11	5	0	-3	4

31. CC(C)CC1NC(=O)N(CC(=O)NC2CCCc3ccccc32)C1=O (stereo unspecified)
32. Cc1cc(C)c(CN2CCC(N3CCC(C(=O)NCC4CCCO4)CC3)CC2)cc1C (stereo unspecified)
33. Cc1cc(NC(=O)CCC(=O)N(c2ccccc2)C(C(=O)NCC2CCCO2)c2cccnc2)no1 (stereo unspecified)
34. COc1cccc(S(=O)(=O)N(C)C[C@H]2Oc3ncc(Br)cc3C(=O)N([C@@H](C)CO)C[C@@H]2C)c1
35. Cc1nnc(SCC2=C(C(=O)O)N3C(=O)C(NC(=O)COc4ccc(F)cc4)C3SC2)s1 (stereo unspecified)

Screen / compound no.	31	32	33	34	35
CRFR2-BP ag	-2.2	0.2	-0.6	3.2	0.6
IDE cell inh	-1	4	5	x	-4
M5 antag	-4	10	-8	-8	-4
CHRM4 agonist	1	1	1	4	0
M5 ag	-4	-7	0	-1	1
M4 PAM	-6	6	0	-2	17
CRFR2-BP antag	-1	-1	18	14	10
M4 antag	-1	-9	-3	-6	-9
CHRM5 PAM	7	-5	7	6	2

Exported with each value named: four of the compounds above.
30. CC(=O)c1cc(CN2CCN(Cc3ccccc3)C(CCO)C2)cs1 (stereo unspecified)
  CRFR2-BP ag = 1.1 | IDE cell inh = 7 | M5 antag = 7 | CHRM4 agonist = 0 | M5 ag = 4 | M4 PAM = -10 | CRFR2-BP antag = 4 | M4 antag = 8 | CHRM5 PAM = 4
18. O=C1NC(=Nc2ccccc2)SC1Cc1cccc(Cl)c1Cl (stereo unspecified)
  CRFR2-BP ag = -0.5 | IDE cell inh = 6 | M5 antag = 4 | CHRM4 agonist = 0 | M5 ag = -1 | M4 PAM = 2 | CRFR2-BP antag = -54 | M4 antag = 5 | CHRM5 PAM = 0
27. Cn1c(N)c(C(=O)COC(=O)c2ccc3c(c2)OCCO3)c(=O)n(C)c1=O
  CRFR2-BP ag = 0.6 | IDE cell inh = 5 | M5 antag = -5 | CHRM4 agonist = 1 | M5 ag = 3 | M4 PAM = 10 | CRFR2-BP antag = -29 | M4 antag = -5 | CHRM5 PAM = 5
21. Cn1c(=O)c(C(=O)NC2CCCCCC2)c(O)c2ccccc21
  CRFR2-BP ag = 1.2 | IDE cell inh = x | M5 antag = 0 | CHRM4 agonist = 1 | M5 ag = -2 | M4 PAM = -6 | CRFR2-BP antag = -4 | M4 antag = -4 | CHRM5 PAM = 7

Further entries:
36. COc1cc(C(=O)NCCC(C)C)ccc1OCc1ccc(Cl)cc1Cl
37. Cc1ccc(-c2nc(C=Nc3ccc(O)cc3)c(O)o2)cc1
38. CC(C)c1[nH]nc2c1C(c1ccc(OC(=O)c3ccco3)cc1)C(C#N)=C(N)O2 (stereo unspecified)
39. Cc1cc(=O)c2cccc(Br)c2[nH]1
40. CC(=O)c1cccc(NC(=O)CCc2nnc3ccc(NCc4ccco4)nn23)c1

Screen / compound no.	36	37	38	39	40
CRFR2-BP ag	1.0	-0.5	0.1	-2.6	-0.4
IDE cell inh	0	x	2	6	0
M5 antag	-4	-2	-5	-3	0
CHRM4 agonist	0	4	0	1	0
M5 ag	-3	0	1	2	-3
M4 PAM	-11	1	-8	19	-6
CRFR2-BP antag	0	-9	-4	11	3
M4 antag	3	1	3	3	12
CHRM5 PAM	-4	2	7	4	-4

41. Brc1ccc(-c2ccc(/C=N/Nc3nncc(-c4ccccc4)n3)o2)cc1
42. C=CCOC(=O)C1=C(C)OC(N)=C(C#N)C1c1ccc2c(c1)OCO2 (stereo unspecified)
43. COC(=O)c1nn(-c2ccccc2)c(Sc2ccc(OC)cc2)c1/C=N/O
44. CCN(CC(=O)NCCC1=CCCCC1)S(=O)(=O)c1ccccc1
45. Cc1ccc(C)c(-c2ccc(=O)n(Cc3c(F)cccc3Cl)n2)c1

Screen / compound no.	41	42	43	44	45
CRFR2-BP ag	-1.1	-1.9	0.0	-3.3	-1.4
IDE cell inh	3	-3	1	-2	1
M5 antag	7	6	2	0	12
CHRM4 agonist	1	1	0	1	2
M5 ag	-2	-2	-3	-1	-4
M4 PAM	4	1	-1	15	-14
CRFR2-BP antag	-5	15	11	-8	-14
M4 antag	-6	0	-1	1	-7
CHRM5 PAM	3	-5	4	7	-6

46. O=c1cc(-c2ccccc2)oc2ccc(Cl)cc12
47. Brc1cccc(-c2nnc3n2CCC3)c1
48. COc1cc(C(=O)NNC(=O)c2ccccc2OCc2c(C)noc2C)cc(OC)c1OC
49. Cc1cccc(-n2nc3c(c2NC(=O)c2ccc(S(=O)(=O)N4CCOCC4)cc2)CSC3)c1C
50. O=C(COc1ccc(F)cc1)N1CCC(Cc2ccccc2)CC1
51. COc1cc2c(cc1OC)[C@@H](NC(=O)C(C)C)[C@H](OCc1ccccc1)C2
52. Cc1ccc(S(=O)(=O)NC(=O)Nc2ncc3c(n2)CC(c2ccco2)CC3=O)cc1 (stereo unspecified)
53. O=C(c1ccncc1)N1CCc2ccccc2C1

Screen / compound no.	46	47	48	49	50	51	52	53
CRFR2-BP ag	0.1	-1.7	-0.3	3.5	-1.5	-0.1	-4.8	1.1
IDE cell inh	x	-2	-3	x	-2	x	-4	1
M5 antag	3	0	2	5	3	-1	2	-6
CHRM4 agonist	2	0	0	2	2	3	1	1
M5 ag	1	0	5	4	-1	1	1	-5
M4 PAM	-1	1	17	8	-2	0	4	6
CRFR2-BP antag	-31	-14	2	-13	-10	28	0	-2
M4 antag	-14	5	-13	1	-5	-13	-6	1
CHRM5 PAM	-11	-3	1	1	-3	1	7	3
